Compound activity as filed in PubChem BioAssay.
TRPV1 agonist – activates the human vanilloid receptor TRPV1 | Q8NER1 | TRPV1-expressing cells, Fluo-8 calcium influx, agonist mode | activation, % at 8.33 µM | 320,000 compounds, 0.19% hits; in the data active = activation above about 80%; inconclusive = between about 30% and that limit; note: 0% is about no effect
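Cells expressing TRPV1 were dye-loaded with Fluo-8 and read kinetically: 10 s baseline, 3 min after compound (agonist portion), then 2 min after EC20 capsaicin (allosteric enhancer portion). Calcium-bound dye fluorescence at 480/520 nm.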
Giardia kill – Giardia lamblia killing; Giardia lamblia trophozoite viability; activity change, % at 7.66 µM, hits read low; 340,000 compounds, 0.15% hits; AID 540267; in the data active = activity change below about -80%; inconclusive = between about -30% and that limit;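 note: parasites exposed to compound for two days anaerobically before the ATP read; % is set by controls: 0 for no effect and ±100 for the full control effect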
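Anaerobic 48 hrs incubation at 37 deg C of 100 trophozoites/well with test compounds; ATPLite 1-Step luminescence, 15-30 min RT, reports cellular ATP as viability.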
hERG WT inh – KCNH2 (human, wildtype) channel inhibition; Q12809; U2OS, BacMam KCNH2, thallium flux FluxOr; active compounds read low; activity change, % at 1.84 µM; 340,000 compounds, 0.37% hits; AID 720551;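 active = maximum activity change below -70%; inconclusive = maximum activity change between -70% and -50%; inactive = maximum activity change above -50%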; note: % is set by controls: 0 for no effect and ±100 for the full control effect
Target sequence (Q12809 whole entry, looked up): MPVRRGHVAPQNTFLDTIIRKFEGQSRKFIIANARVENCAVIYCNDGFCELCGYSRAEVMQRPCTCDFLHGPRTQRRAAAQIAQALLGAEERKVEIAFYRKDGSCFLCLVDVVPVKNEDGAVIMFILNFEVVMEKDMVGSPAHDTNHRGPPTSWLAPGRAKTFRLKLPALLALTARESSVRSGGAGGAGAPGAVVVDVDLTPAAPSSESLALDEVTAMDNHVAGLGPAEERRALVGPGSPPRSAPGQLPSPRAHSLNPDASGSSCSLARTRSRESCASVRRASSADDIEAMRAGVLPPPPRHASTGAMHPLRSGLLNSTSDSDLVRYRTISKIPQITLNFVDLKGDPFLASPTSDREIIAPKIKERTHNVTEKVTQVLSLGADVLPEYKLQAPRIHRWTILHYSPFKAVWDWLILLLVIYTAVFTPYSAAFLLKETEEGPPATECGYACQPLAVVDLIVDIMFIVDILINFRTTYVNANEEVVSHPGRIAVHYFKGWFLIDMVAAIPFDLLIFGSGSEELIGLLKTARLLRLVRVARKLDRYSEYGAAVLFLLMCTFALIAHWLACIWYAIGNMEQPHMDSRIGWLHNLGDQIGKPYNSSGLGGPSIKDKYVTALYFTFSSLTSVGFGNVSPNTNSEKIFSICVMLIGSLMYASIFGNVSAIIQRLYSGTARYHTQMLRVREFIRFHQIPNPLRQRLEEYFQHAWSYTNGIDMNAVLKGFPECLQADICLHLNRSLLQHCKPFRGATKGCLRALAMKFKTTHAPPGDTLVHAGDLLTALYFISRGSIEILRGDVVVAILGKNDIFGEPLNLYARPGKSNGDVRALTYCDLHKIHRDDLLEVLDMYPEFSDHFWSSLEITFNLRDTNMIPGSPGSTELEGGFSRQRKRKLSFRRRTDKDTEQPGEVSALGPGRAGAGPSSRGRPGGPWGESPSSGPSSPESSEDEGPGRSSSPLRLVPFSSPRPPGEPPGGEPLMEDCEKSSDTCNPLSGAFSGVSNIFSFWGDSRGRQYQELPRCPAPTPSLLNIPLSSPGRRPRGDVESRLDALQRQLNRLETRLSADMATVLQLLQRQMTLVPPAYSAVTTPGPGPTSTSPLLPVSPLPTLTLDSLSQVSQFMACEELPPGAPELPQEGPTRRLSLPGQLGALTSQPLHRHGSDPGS
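U2OS cells transduced with wild-type KCNH2 virus are loaded with FluxOr dye for 45 min, and thallium flux is measured in kinetic reads before and after stimulation buffer. Rate constants are normalized to DMSO controls.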
Menin MLL FP TR – menin-MLL binding inhibition, Texas Red mutant peptide; O00255; Menin + Texas Red MLL mutant peptide, fluorescence polarization; Potency, µM (highest dose often 61.6 µM), for inactives: at the highest dose FP activity change, negative = inhibition, usual class: inhibitors; 270,000 compounds, 0.23% hits; AID 1768; active = well fitted inhibition curve with a large enough effect in the polarisation, with a control signal flat, not every such curve was filed as active; inconclusive = small, poorly fitted or top-dose-only effect, or effect the other way, or a change in a side signal; inactive = no such curve, though single readings can be large or run the other way; the % refers to the polarisation; note: potency is the fitted concentration of half-maximal effect; % of control where 0% means no effect; many of its hits are not listed in these tables
CXXC DNA block – inhibitors of human MLL CXXC domain-DNA interaction. MLL-CXXC / FITC-HOXA9 DNA fluorescence polarization. Potency, µM (titrated, usually from 115 µM), inactives show at the top dose activity change, negative = inhibition, usual class: inhibitors. Q03164. 290,000 compounds, 0.037% hits; active = well fitted inhibition curve with a large enough effect in the polarisation, with a control signal flat, not every such curve was filed as active; inconclusive = small, poorly fitted or top-dose-only effect, or effect the other way, or a change in a side signal; inactive = no such curve, though single readings can be large or run the other way; the % refers to the polarisation; note: potency is the fitted concentration of half-maximal effect
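Steps: dispense CXXC domain solution (7 uM) → pin compounds or unlabeled HOX-A9 DNA control → 5 min ambient → add FLSN-HOX-A9 solution (50 nM) → spin → 30 min ambient → fluorescence polarization. Tris pH 7.5/NaCl/DTT/BSA buffer.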
KCNH2 3.1 block – blocks the human KCNH2 3.1 channel isoform; U2OS KCNH2 3.1, thallium flux FluxOr; active compounds read low; activity change, % (tested at about 1.8 µM); 340,000 compounds, 0.95% hits; AID 720553;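 active = maximum activity change below -70%; inconclusive = maximum activity change from -70% to -50%; inactive = maximum activity change above -50%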;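 note: thallium influx rate constant from kinetic fluorescence after stimulation buffer; % is set by controls: 0 for no effect and ±100 for the full control effect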
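Steps: virus added to U2OS suspension (4 h, RT, dark); medium with 10% FBS added, cells plated, 37 C overnight; FluxOr/Red40 loading buffer 45 min RT; stimulation buffer, 2 min kinetic read; rate constant normalized.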
USP2a block – USP2a (human) protease inhibition; O75604; USP2 core, Ub-CHOP2 coupled fluorogenic reporter, 485/531; Potency, µM (series often up to 38.3 µM), without a hit: top-dose activity change, negative = inhibition, actives largely listed as inhibitors; 330,000 compounds, 0.01% hits; AID 463254;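 note: potency is the fitted concentration of half-maximal effect; plate controls were DMSO wells for no effect and full inhibition by NEM control for full effect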
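Cell-free coupled assay: 10nM USP2 core preincubated 30min RT with compound in Tris-HCl pH 8.0/CaCl2/CHAPS buffer, then 25nM Ub-CHOP2 and 25nM reporter substrate; fluorescence (Ex 485/Em 531) read after 60min RT, normalized to NEM inhibition, concentration-response curves fitted.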
B2AR arrestin – recruits beta-arrestin to the human beta2-adrenergic receptor | P07550 | AID 492947 | beta-arrestin recruitment to beta2AR, cell-based reporter | 330,000 compounds, 0.02% hits | Potency, µM (series often up to 46.1 µM), for the others: top-dose activation, most hits filed as activators;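 note: potency is the fitted concentration of half-maximal effect; 0% = DMSO controls and full agonism = EC100 isoproterenol or metaproterenol; nearly all actives have a fitted effect of over 65% in size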
PKM2 activator – increases activity of human pyruvate kinase M2; purified PKM2, Kinase-Glo ATP luminescence, activation; response scale: 0% is enzyme alone, no compound; Potency, µM (top dose mostly 57.5 µM), for the others: at the top dose activation, actives largely listed as activators; 260,000 compounds, 0.34% hits; note: potency is the fitted concentration of half-maximal effect; % is set by controls: 0 for no effect and ±100 for the full control effect; nearly all actives have a fitted effect of over 55% in size
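Purified hPK-M2 (>95%) run at intermediate activity with 0.1 mM ADP and 0.5 mM PEP in 50 mM imidazole pH 7.2, KCl, MgCl2; 1 h room temperature. ATP formed read by Kinase-Glo luminescence; normalized to uninhibited and no-enzyme controls.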
GALK inhibitor – blocks human galactokinase activity; Potency, µM (series often up to 57.5 µM), for the others: top-dose activity change, negative = inhibition, most hits filed as inhibitors; P51570; 270,000 compounds, 0.007% hits; AID 1868; Purified GALK, Kinase-Glo residual ATP luminescence; note: potency is the fitted concentration of half-maximal effect; % is set by controls: 0 for no effect and ±100 for the full control effect
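Galactose (100 uM) and ATP (35 uM) were turned over by 5 nM GALK for 1 h at RT. Kinase-Glo Plus then converted the remaining ATP into a luminescent signal.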
FBPA coupling cs – inhibits coupling enzyme system, counter-screen for aldolase hits; coupling enzyme system counterscreen, AmpLite Red fluorescence; activity change, negative = inhibition, % at 58.2 µM, hits read low; 290,000 compounds, 0.67% hits; AID 2472; in the data active = activity change below about -30%; note: % is set by controls: 0 for no effect and ±100 for the full control effect
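Activity here indicates interference with the coupling reaction, not aldolase inhibition. Compounds at 57.5 uM final met coupling enzymes for 10 min at RT; substrate and AmpLite Red detection followed, with a 525/598 nm fluorescence read after 20 min.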
An asterisk follows results filed as active; ? = inconclusive; · = no result given; [ ] = another dose, or the depositor's remark. Unless noted, calls come from the whole dose curve; as a rule, active = well fitted curve in the direction sought with a large enough effect; inconclusive = small, poorly fitted or top-dose-only effect, or another doubt; inactive = no such curve, though single readings can be large; an effect the other way counts as inactive or inconclusive.

Results follow in this order: TRPV1 agonist, Giardia kill, hERG WT inh, Menin MLL FP TR, CXXC DNA block, KCNH2 3.1 block, USP2a block, B2AR arrestin, PKM2 activator, GALK inhibitor, FBPA coupling cs
#1 OCCN1CCOCCN(CCO)CCOCC1
 : 1.1, 22.0, 0.7, -5.1%, -3.1%, -2.0, 4.2%, 0.6%, 0.0%, -0.3%, -1.9
#2 O=C(CN1CCCCCC1)Nc1ccc([N+](=O)[O-])cc1Br
 : 2.1, -2.9, -1.3, -14.3%, -3.8%, -14.9, -1.9%, -0.3%, 0.8%, 11.4%, 3.0
#3 COc1ccc(CCn2c(=O)c3cccnc3n(Cc3ccc([N+](=O)[O-])cc3)c2=O)cc1OC
 : 3.2, -11.5, 3.0, -7.9%, -1.1%, -29.1, 9.4%, 0.5%, 9.5%, -0.4%, 0.4
#4 C=CCNC(=O)C(=O)NCC1CCCN1S(=O)(=O)c1cccs1 (stereo not given)
 : -1.5, 0.5, -4.2, ·, ·, 10.8, 1.5%, -0.4%, ·, ·, ·
#5 O=C(NCC1(c2ccccc2)CCCC1)c1ccccc1Br
 : 23.9, -6.5, -9.9, -7.7%, 1.1%, -28.1, -1.0%, -0.4%, 3.3%, 1.3%, -2.0
#6 O=C1c2ccccc2C(=O)N1c1cccc(-c2csc(Nc3ccc4c(c3)OCO4)n2)c1
 : -6.6, ·, ·, ?, 0.4%, ·, 0.3%, -0.6%, ?, -0.2%, -1.9
#7 CCn1c(SCC(=O)NC2=NCCS2)nnc1C(C)NC(=O)c1ccc(Cl)cc1 (stereo not given)
 : -0.9, -5.9, -0.9, ·, 9.0%, -5.5, 0.6%, -0.1%, ·, -1.6%, -6.7
#8 Cc1cc(F)ccc1NC(=S)NCCc1ccccc1
 : 11.6, 16.1, -2.5, 8.1%, -1.6%, 3.9, -1.6%, 0.6%, 1.8%, 3.2%, 1.5
#9 Cc1ccc(NC(=O)CCC(=O)Nc2ccc(C)cc2)cc1
 : 4.0, -3.0, -4.8, -22.0%, -11.6%, 9.9, -0.3%, -0.2%, 1.5%[11.5 µM], 0.4%, 3.4
#10 Cc1ccc(C)c(S(=O)(=O)N2CCN(C(=O)CNC(=O)c3ccc4ccccc4c3)CC2)c1
 : 0.9, -10.8, 8.1, ·, ·, 8.9, -1.4%, 0.3%, ·, ·, ·
#11 Cc1scc(C(=O)N2CCN(c3ccc(Cl)cc3)CC2)c1C
 : 22.0, 20.8, -28.2, -5.5%, -6.0%, 13.3, 0.4%, -0.4%, 2.4%, -2.2%, -1.0
#12 CCN(CC)C(=O)COC(=O)c1cc(-c2ccc(OC)cc2)nc2ccccc12
 : ?, -5.9, -7.5, 13.9%, -8.6%, 2.2, 1.3%, -0.3%, -1.2%, -1.1%, 0.5
#13 Cc1cc(C)n(C(=O)c2ccc([N+](=O)[O-])c(Cl)c2)n1
 : 1.2, -0.9, -2.2, 11.3%, 11.8%, -2.4, -0.6%, -1.9%, -10.4%, 1.8%, 4.4
#14 Cn1c(=O)c2c(nc(CN3CCOCC3)n2CCCO)n(C)c1=O
 : 0.6, 7.0, 6.5, -7.6%, -7.5%, -9.2, 1.1%, -0.1%, -4.5%, 0.3%, 1.1
#15 COc1cc2[nH]c(=O)n(CCCCCC(=O)NC3CCCC3)c(=O)c2cc1OC
 : 1.5, 1.6, 3.6, -11.4%, 27.7%, 9.0, 1.2%, 0.2%, 1.2%, -1.9%, 0.1
#16 CCOC(=O)c1cc(NC(=O)c2ccoc2C)cc(C(=O)OCC)c1
 : ?, -2.0, 0.9, 40.7%[activator], 11.6%, 15.6, 2.5%, -0.1%, -4.1%, -0.1%, -0.4
#17 C=CCn1c(SCc2c(F)c(F)c(F)c(F)c2F)nc(O)cc1=O
 : -2.3, -7.0, -1.5, -20.0%, -3.8%, 0.8, -1.5%, -0.2%, 1.7%, 3.1%, 3.1
#18 O=C(CSc1nc2ccccc2[nH]1)N/N=C/C=C/c1ccccc1[N+](=O)[O-]
 : 23.8, -1.8, -1.9, -2.7%, 16.3%, 3.2, 2.4%, -0.7%, -0.7%, 0.9%, 0.5
#19 CC(C)CC(c1nnnn1Cc1cccs1)N1CCN(c2nc3ccccc3s2)CC1 (stereo not given)
 : 1.4, -7.6, 13.8, ?, 6.7%, 2.0, -0.4%, 0.3%, 0.8%, -0.4%, 4.8
#20 Cc1cccn2c(=O)c3cc(C(=O)NCCN4CCOCC4)n(Cc4ccccc4)c3nc12
 : 24.2, ·, ·, -0.1%, -2.6%, ·, 2.9%, 0.0%, 0.7%, 7.9%, 0.4
#21 CCOC(=O)c1cc(-c2ccccc2)sc1NC(=O)C(C)OC(=O)c1cccnc1OCC (stereo not given)
 : -3.8, -1.0, 3.6, 6.2%, 0.4%, 10.2, 2.8%, -0.4%, 5.6%, -2.3%, 1.9
#22 O=C(C1CCN(c2nnc(N3CCCC3=O)s2)CC1)N1CCN(Cc2ccc3c(c2)OCO3)CC1
 : -0.9, 8.7, -2.5, -1.0%, 9.5%, 23.3, -2.6%, -0.5%, 0.4%, -1.2%, 2.0
#23 CCNc1nc(SCC(=O)Nc2ccc(Cl)c(Cl)c2)nc(N(C)C)n1
 : -0.2, 7.3, -4.3, 21.2%, 4.5%, -2.8, -0.1%, 0.0%, 21.1%, -0.8%, 0.3
#24 O=C(Nc1cccc(C(=O)N2CCCCC2)c1)c1ccc(Cl)cc1
 : -2.6, -3.9, -31.4, ·, -2.6%, 3.8, -1.2%, 0.0%, 1.4%, -3.6%, ·
#25 CN(C(=O)CSc1nc2ccccc2o1)C1CCS(=O)(=O)C1 (stereo not given)
 : -1.8, -8.8, 26.3, ·, ·, 11.9, 0.7%, -0.1%, ·, ·, ·
#26 Cc1ccc(-n2ncc3c(SCC(N)=O)ncnc32)cc1C
 : 26.8, 2.8, -3.3, -5.7%, -10.7%, 5.1, 0.7%, -1.2%, -0.6%, ·, -2.1
#27 CC(C)c1ccc2oc(-c3ccc(N)cc3)nc2c1
 : -1.5, ?, -2.2, ?, -0.9%, 3.1, 3.7%, -0.8%, -0.7%, 2.8%, 0.0
#28 CCCN1CCN(CCCNC(=O)C2CCCN(c3nc4ccc(OCC)cc4s3)C2)CC1 (stereo not given)
 : 16.4, 3.8, 3.3, ?, -0.5%, -2.8, 1.1%, -0.3%, -11.6%, 1.3%, -0.1
#29 Cc1nn2c(C(F)(F)F)cc(-c3ccc(Cl)cc3)nc2c1C(=O)N1CCOCC1
 : 6.4, 17.0, 2.0, -5.7%, 6.5%, 6.9, 1.0%, 0.3%, 0.0%, 1.7%, 0.8
#30 O=C(NC1CC1)c1cc(-c2ccccn2)nc2ccccc12
 : 4.7, 6.0, 0.4, -3.0%, -2.5%, 18.6, -1.3%, -0.7%, -1.1%, 0.3%, -1.9
#31 CCOC(=O)CN1c2ccccc2NC(=O)CC1C (stereo not given)
 : ·, 0.7, 2.6, -3.9%[11.7 µM], -10.2%, 2.2, -1.3%, 0.2%, 1.2%, 1.1%, -2.4
#32 CCOC(=O)c1ccc(Nc2cnc3ccccc3n2)cc1
 : -1.9, -5.9, -0.6, ?, -4.8%, 1.4, 1.0%, -1.5%, -1.1%, 0.4%, -1.3
#33 O=C1c2cccc(OCC(=O)N3CCCc4ccccc43)c2CCN1Cc1ccc(Br)cc1
 : -0.5, -5.9, 8.7, -12.3%, -2.1%, 0.0, -0.8%, -1.7%, 6.0%, 2.6%, -0.5
#34 CCOC(=O)Cc1csc(NC(=S)NC(=O)c2ccc(C)cc2)n1
 : 12.9, ?, 4.9, -1.9%, -3.8%, -27.8, 0.4%, -0.6%, -7.2%, 0.8%, 0.0
#35 O=C1OCC2=C1C(c1ccc3c(c1)OCO3)Sc1ccccc1N2 (stereo not given)
 : -1.8, -8.6, 13.4, 3.0%, 2.3%, -26.8, -2.1%, -0.4%, -1.0%, 1.7%, -4.4
#36 NC(=O)C1CCN(C(=O)c2cc(-c3ccc(Cl)s3)nc3ccccc23)CC1
 : ·, 4.3, 0.6, ·, ·, 1.2, 4.3%, 0.0%, ·, ·, ·
#37 COc1ccc(Cc2nnc(Nc3ccc4c(c3)OCCO4)[nH]c2=O)cc1
 : 0.4, -15.4, -8.0, 21.5%, -1.9%, -16.3, -0.1%, 0.0%, 1.3%, 0.0%, 1.0

Only part of the results is shown, so the mix of outcomes need not match the whole.
